RBX1-CUL1 inh: blocks human RBX1-Cullin-1 di-ubiquitin formation; P62877+Q13616; hit rate 0.6% among 140,000; AID 1347404; inhibition, % at 10 µM; in vitro K48 di-Ub FRET, acceptor:donor ratio, 45 min; in the data active = inhibition above about 25%
Target sequence (P62877 whole entry, looked up): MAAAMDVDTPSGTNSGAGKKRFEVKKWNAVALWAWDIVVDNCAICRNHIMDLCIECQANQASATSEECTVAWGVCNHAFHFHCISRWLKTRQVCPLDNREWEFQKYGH
Target sequence (Q13616 whole entry, looked up): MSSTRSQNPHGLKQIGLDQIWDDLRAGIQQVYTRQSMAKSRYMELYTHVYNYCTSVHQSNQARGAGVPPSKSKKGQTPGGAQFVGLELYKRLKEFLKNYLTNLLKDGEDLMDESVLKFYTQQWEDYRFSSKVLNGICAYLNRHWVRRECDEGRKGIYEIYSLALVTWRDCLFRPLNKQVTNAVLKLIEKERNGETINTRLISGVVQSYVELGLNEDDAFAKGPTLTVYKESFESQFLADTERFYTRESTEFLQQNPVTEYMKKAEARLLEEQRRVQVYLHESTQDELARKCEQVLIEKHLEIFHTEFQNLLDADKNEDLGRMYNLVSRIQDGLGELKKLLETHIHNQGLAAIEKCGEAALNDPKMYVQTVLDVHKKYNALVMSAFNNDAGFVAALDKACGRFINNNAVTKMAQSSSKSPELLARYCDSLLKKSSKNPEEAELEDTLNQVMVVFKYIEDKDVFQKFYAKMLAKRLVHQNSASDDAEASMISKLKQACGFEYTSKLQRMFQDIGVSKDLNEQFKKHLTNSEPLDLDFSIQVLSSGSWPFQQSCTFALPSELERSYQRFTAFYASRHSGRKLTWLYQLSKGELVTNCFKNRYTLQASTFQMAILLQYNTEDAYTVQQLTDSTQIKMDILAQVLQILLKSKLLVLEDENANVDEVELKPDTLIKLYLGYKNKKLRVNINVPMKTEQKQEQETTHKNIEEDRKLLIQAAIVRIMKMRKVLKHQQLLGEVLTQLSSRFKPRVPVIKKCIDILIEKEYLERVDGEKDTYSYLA
* marks the source's active call; other numbers are inactive results.

RBX1-CUL1 inh,SMILES
-3,CCOC(=O)C(NC(=O)CC)(Nc1ccc(S(=O)(=O)Nc2nc(C)cc(C)n2)cc1)C(F)(F)F (configuration not stated)
0,COc1c(S(=O)(=O)Nc2cccc(-c3cn4ccc(C)cc4n3)c2)ccc(Cl)c1Cl
0,Cc1cccc(NC(=O)C2CCCN(c3nc4ccccc4s3)C2)c1C (configuration not stated)
-4,Cc1ccc(/C=C2/SC(=O)N(Cc3c(F)cccc3Cl)C2=O)o1
0,COc1cccc(-n2cc(C(=O)c3ccc(-c4ccccc4)cc3)c(C(C)=O)n2)c1
-6,CC(=O)OC1COC(N2CCc3cc(Br)c([N+](=O)[O-])cc32)C(OC(C)=O)C1OC(C)=O (configuration not stated)
7,CCC(=O)Nc1ccc(CC)cc1
6,O=C(CC1(O)C(=O)Nc2ccc(Br)cc21)c1cccc(Br)c1 (configuration not stated)
6,Cc1cccc(N=C2NC(=O)C(Cc3cccc([N+](=O)[O-])c3)S2)c1 (configuration not stated)
-3,CCCc1cc(C(=O)Nc2ccccc2C)n(C)n1
-2,Cc1c(-c2ccccc2)n(-c2ccccc2O)c2nc3c(c(=O)n(C)c(=O)n3C)n12
2,Clc1cc2c(c(CSc3nnnn3-c3ccccc3)c1)OCOC2
-2,CCOc1ccc(-n2nc3ccc(NC(=O)COc4ccccc4C)cc3n2)cc1
3,COCC(=O)N1CCCC(C(=O)c2ccc(C(F)(F)F)cc2)C1 (configuration not stated)
8,COc1cccc(NC(=O)N(Cc2c[nH]c3ccccc23)C2CCCCCC2)c1
-3,O=C1NC(c2ccc(O)cc2)C(C(=O)c2cccs2)C(O)(C(F)(F)F)N1 (configuration not stated)
-5,CCc1cccc(NC(c2ccccc2)c2nnc(-c3ccccc3F)o2)c1 (configuration not stated)
-6,CC[C@@]1(C(=O)OC)C[C@H](C(=O)N2CCCC2)[C@H](c2ccc(OC)cc2)N1C
5,CCCCCN1C(C(=O)c2ccccc2)C(=NC(=O)c2ccc(OC)cc2)c2ccccc2S1(=O)=O (configuration not stated)
3,O=S(=O)(NCCc1cn2ccsc2n1)c1ccc(Cl)cc1
3,CSc1ccc(C2C3=C(CCCC3=O)N=C(C)C2C(=O)Nc2cccc(C(F)(F)F)c2)cc1 (configuration not stated)
-3,O=C(Nc1ccn(Cc2ccccc2)n1)c1cncc(C(=O)Nc2ccn(Cc3ccccc3)n2)c1
-6,CCc1ccc(OCc2nnc(SCC(=O)Nc3cccc4ccccc34)o2)cc1
-8,CCc1ccc(CNC(=O)c2sc3ncccc3c2-n2c(C)ccc2C)cc1
3,N#CC1C(=N)Oc2oc3ccccc3c(=O)c2C1c1ccc(F)cc1 (configuration not stated)
2,CC(=Nc1c(C(C)C)cccc1C(C)C)C(C)=Nc1c(C(C)C)cccc1C(C)C
13,S=c1[nH]nc(-c2csc3c2CCCC3)n1Cc1ccccc1
0,Cc1ccc(/C=C2\SC(=Nc3ccc(Cl)c(C(=O)O)c3)N(C)C2=O)s1
6,CCS(=O)(=O)N1CCC2(CC1)OC(=O)C(C)=C2C(=O)NCc1cccc(Cl)c1
1,CCN(CC)CC(O)COc1ccc(CN2CCc3sccc3C2)cc1OC (configuration not stated)

Three of these compounds in a different format:
Compound	RBX1-CUL1 inh
CC[C@@]1(C(=O)OC)C[C@H](C(=O)N2CCCC2)[C@H](c2ccc(OC)cc2)N1C	-6
CCCCCN1C(C(=O)c2ccccc2)C(=NC(=O)c2ccc(OC)cc2)c2ccccc2S1(=O)=O (configuration not stated)	5
O=S(=O)(NCCc1cn2ccsc2n1)c1ccc(Cl)cc1	3

Next section
RBX1-CUL1 inh,SMILES
-3,CC(C)N(C)Cc1cnc(S(=O)(=O)CC2CC2)n1CC1CCCO1 (configuration not stated)
-4,CCOC(=O)N1CCN(Cc2nc(NC3CCCCC3)c3ccccc3n2)CC1
-4,COCCN(Cc1ccc(C)c(Br)c1)S(=O)(=O)c1ccc2[nH]c(=O)ccc2c1
-5,O=C(Cc1nnc(CC(=O)Nc2cccc3ccccc23)s1)Nc1cccc2ccccc12
-4,C=CCOc1c(CNC(C)(C)CO)cccc1OCC
10,Cc1ccc(C(C)C)c(OCCCn2c(=O)oc3ccc(C)cc32)c1
-4,CCCCC(=O)N1c2ccc(OCC)cc2/C(=C2/SC(C(=O)OCC)=C(c3ccccc3)S2)C(=S)C1(C)C
-2,O=C(NCCc1csc2nc(-c3ccccc3F)nn12)c1ccccc1C(F)(F)F
10,Cc1cccc2c1CC(C)(C)NC2=S
5,Cc1ccc(CNC(=O)c2nc(SCc3cccc(C)c3)ncc2Cl)cc1
-4,CCn1c2ccccc2c2cc(NC(=O)COc3cc(C)c(Cl)c(C)c3)ccc21
1,CCC(C(=O)NCc1cc(OC)ccc1OC)n1nc(C)c2sc3ccccc3c2c1=O (configuration not stated)
5,CCOc1ccccc1CNC(=O)C1CCN(c2nn3cc(-c4ccc(F)cc4)nc3s2)CC1
8,CC(=O)c1cccc(NC(=O)c2cnn(-c3ccccc3)c2C)c1
1,CC12CCC(c3nnc(SCC(N)=O)nc31)C2(C)C (configuration not stated)
-4,CCOC(=O)/C(C)=N\Nc1ccc(OC)c2occc(=O)c12
-2,COc1ccc(C2OCC(C)(C)CO2)cc1Br
-4,O=C(NN=C1CCCCCC1)c1ccc(Br)o1
-5,O=C(COc1c(Cl)cc(Cl)cc1Cl)n1cc(Br)cn1
-5,Cc1ccc(Cc2cnc(NC(=O)c3ccc4c(c3)CC(c3ccccc3)OC4=O)s2)cc1 (configuration not stated)
-2,O=C(COc1ccc2c(c1)CCC2)N1CCN(c2ccccc2)CC1
-3,COc1ccc(-c2c(C)sc(=NC(=O)c3ccccc3)n2CCO)cc1
-12,CC(Cc1ccsc1)NC(=O)c1cc(Cn2ccnc2C(C)C)[nH]n1 (configuration not stated)
-7,COc1ccc(NC(=O)c2ccc3c(SCC(=O)O)c4c(nc3c2)CCC4)c(OC)c1
7,O=C1CC(N2CCN(Cc3ccccc3)CC2)C(=O)N1c1ccc(Br)cc1 (configuration not stated)
-3,Cc1ccc(NC(=O)Cn2c(=O)n(Cc3ccc4c(c3)OCO4)c(=O)c3ccccc32)cc1
-3,Cc1ccc(-c2noc(CN(C3CCCCC3)S(=O)(=O)c3ccc(Cl)cc3)n2)cc1
3,Cc1ccc(NC(=O)C(C)SC2=NC(=O)CC(=N)N2c2cccc(C)c2)cc1 (configuration not stated)
9,Cc1cn(C(=O)c2ccc(Cl)cc2Cl)c(C)n1
40*,CCc1ccc(N2NC(=O)/C(=C/c3cccc(Br)c3)C2=O)cc1
2,Cc1cc(C)n(CC(C)O)c(=O)c1C#N (configuration not stated)
-1,COCc1c(C(=O)NC2CCN(Cc3ccccc3)CC2)cnn1-c1nccc(-c2cccs2)n1
6,c1ccc(C2=NOC3C2C2C4C3C24)cc1 (configuration not stated)
-5,CCc1ccc(-n2c(Cc3ccccc3)nnc2SCc2nc(-c3cccs3)no2)cc1
-7,O=C(CCNS(=O)(=O)c1ccc2c(c1)CCN2C(=O)C1CC1)N1CCN(c2ccc(F)cc2)CC1
-1,CC1(C)O[C@H]2[C@@H](O1)[C@@H](C(=O)Nc1ccccc1O)O[C@@H]1OC(C)(C)O[C@@H]12
-15,O=C(NCCc1ccccc1Cl)c1ccc2c(=O)n(-c3ccccc3)c(=O)[nH]c2c1
-1,Cc1cc(C)c2c(c1)c(-c1ccccc1)c(-c1ccccc1)n2CC(O)Cn1nc(C)cc1C (configuration not stated)
-2,CCC(=O)N1CCc2cc(S(=O)(=O)CCC(=O)Nc3ccc(Cl)c(C(F)(F)F)c3)ccc21
2,O=C(Cc1ccc(N2CCNC2=O)cc1)NCCN1Cc2ccccc2OC(c2ccccc2F)C1 (configuration not stated)
1,CCOc1ccc(NC(=O)Cn2ccn3nc(-c4ccc(OC)c(OC)c4)cc3c2=O)cc1
11,Cc1ccn2c(C(=O)NNC(=S)NCc3ccccc3)c(C)nc2c1
3,CSc1ccc(S(=O)(=O)N2CCC(C(=O)N(C)C)CC2)cc1
-2,Cc1ccc(CC(=O)NC2CCCCC2C)cc1 (configuration not stated)
0,CCSc1nnc(NC(=O)c2ccc(C)c(C)c2)s1

Looked up by compound from the list above, 7 records:
RBX1-CUL1 inh,SMILES
-1,COCc1c(C(=O)NC2CCN(Cc3ccccc3)CC2)cnn1-c1nccc(-c2cccs2)n1
11,Cc1ccn2c(C(=O)NNC(=S)NCc3ccccc3)c(C)nc2c1
-7,O=C(CCNS(=O)(=O)c1ccc2c(c1)CCN2C(=O)C1CC1)N1CCN(c2ccc(F)cc2)CC1
0,CCSc1nnc(NC(=O)c2ccc(C)c(C)c2)s1
2,Cc1cc(C)n(CC(C)O)c(=O)c1C#N (configuration not stated)
6,c1ccc(C2=NOC3C2C2C4C3C24)cc1 (configuration not stated)
-2,CCC(=O)N1CCc2cc(S(=O)(=O)CCC(=O)Nc3ccc(Cl)c(C(F)(F)F)c3)ccc21

(listing goes on)
RBX1-CUL1 inh,SMILES
-5,C/C(=N\NC(=O)c1c(Br)c(C)nn1C)c1cccc(NC(=O)c2ccccc2F)c1
-2,COc1ccc(-n2c(=O)c3c(c4cc(OC)ccc4n3C)n(CCC(C)C)c2=O)cc1
4,Cc1cc(/C=C2/C(=N)N3C(c4ccccc4)=CSC3=NC2=O)c(C)n1-c1ccc(F)cc1
-7,O=C(c1cn(Cc2ccc(Cl)cc2)nn1)N1CCCO1
2,Cn1nnc2cc(NC(=O)Oc3ccc(C(C)(C)C)cc3)ccc21
4,CSc1ncc(Cl)c(C(=O)Nc2c(C(=O)Nc3cccc(Cl)c3)oc3ccccc23)n1
-9,CCc1ccc(NC(=O)CCS(=O)(=O)c2ccc3c(c2)n(C)c(=O)c(=O)n3C)cc1
3,CC(C)c1ccc(C(C)C(C)c2ccc(C(C)C)cc2)cc1 (configuration not stated)
12,C=CCC(=O)N1CCCC(N2CCN(c3ccccc3F)CC2)C1 (configuration not stated)
-5,C=CCC(=O)NC1CCCN(C2CCN(C)CC2)C1 (configuration not stated)
13,O=C1SCC(c2ccc(F)cc2)=NN1Cc1nnc(-c2ccccc2)o1
-3,C#CC(C)(C)OCC(O)CN1CCN(c2ccc(F)cc2)CC1 (configuration not stated)
-6,COc1ccc(C(=O)N2CCn3c2nc2ccccc2c3=O)cc1
0,COCCN(Cc1ccccn1)C(Cc1ccccc1)C1CCN(Cc2cccc(OC)c2O)CC1 (configuration not stated)
-12,Cc1ccnc(NC(=O)c2ccc(F)cc2)c1
-1,Cn1cc(C2C3=C(CCCC3=O)OC(=N)C2C#N)c2ccccc21 (configuration not stated)
9,CCCCS(=O)(=O)N1CCC(C(=O)Nc2cccc(C)c2)CC1
6,O=C(CCc1ccc(S(=O)(=O)NCc2ccccc2)cc1)NC1CCCCC1
0,COC(=O)c1ccccc1OC(=O)c1cccc(I)c1
1,COc1ccc(-n2c(=O)c3c4c(sc3n3c(SCC(=O)c5ccc(Br)cc5)nnc23)CCCC4)cc1
-4,COCC1CCN(C(=O)CC2C(=O)NCCN2Cc2cccc(F)c2)CC1 (configuration not stated)
9,CCC(CC)C(=O)Nc1nnc(S(=O)(=O)N2CCc3ccccc32)s1
6,CC1=C(C(=O)OCC(C)C)C(c2ccc(OCc3ccccc3)cc2)N2C(=O)CCSC2=N1 (configuration not stated)
2,COc1ccc(C(CC#N)C(C#N)c2c(Cl)cccc2Cl)cc1OC (configuration not stated)
13,c1coc(CCNc2nc3nonc3nc2N2CCOCC2)c1
8,Cc1c(CC(=O)NCCN(C)C)c2c(n1C1CCCCC1)CC(C)(C)CC2=O
8,CCN1C2C3N(CC)C4C1N(C(C)=O)C(C(N2C(C)=O)N3C(C)=O)N4C(C)=O
0,CCOc1ccc(C(=O)Nc2nc3ccc(OCC)cc3s2)cc1
2,CCC(CC)C(=O)Nc1cccc(-c2nc3cccnc3s2)c1
8,Cc1ccc(CNc2nc(CN(C)C(C)c3ccon3)nc3ccccc23)cc1 (configuration not stated)
-7,Cc1ccc(NC(=O)N2CCc3c(sc4c3CCCC4)C2c2ccccc2)cc1F (configuration not stated)
-13,Cc1cc(C)c(S(=O)(=O)NCc2csc(-c3ccccc3)n2)c(C)c1
5,Cc1sc2nc(CN3CCOCC3)[nH]c(=O)c2c1C
6,Cc1ncc2c(c1-c1noc(C3Cc4ccccc4O3)n1)CCNC2 (configuration not stated)
0,COc1cc(C=Nc2oc(-c3ccccc3)c(-c3ccccc3)c2C#N)cc(Br)c1O
4,CCOc1ccc(N2C(=O)C(Cc3cc(C(C)C)c(OCC)cc3C)=NC2=S)cc1
-3,Cc1ccc(/C=C2\CCCC3C2=NN(C(=O)Cn2nc(C(F)(F)F)cc2C)C3c2ccc(C)cc2)cc1 (configuration not stated)
1,CCCSc1nnc2c(n1)OC(c1sccc1C)Nc1ccccc1-2 (configuration not stated)
-12,CC1(C)CC(=O)C=C(C(=O)N2CCCC(CCC(=O)NCc3ccccc3F)C2)O1 (configuration not stated)
24,O=C1Cc2ccccc2Cc2ccc(Cl)cc21
4,CC12CCC(C(=O)NCC3CCCO3)(OC1=O)C2(C)C (configuration not stated)
9,Cc1ccccc1CNC(=O)C1CCN(S(=O)(=O)N(C)C)CC1
3,CCOC(=O)c1cccc(NC(=O)CCc2c(C)nc3cc(-c4ccc(Cl)cc4)nn3c2C)c1
1,N#Cc1cc(N/N=C/c2ccccc2O)c([N+](=O)[O-])cc1C#N
2,CCc1ccc(NC(=O)CSc2nnc3[nH]c(=O)cc(-c4ccccc4)n23)cc1
0,c1c(N2CCCCC2)c2nonc2c2nonc12

Bioassay records (PubChem)

Some of the compounds tested. The share of hits here may be higher or lower than overall.
